Screens deposited in PubChem by National Center for Advancing Translational Sciences (NCATS).
Giardia kill = Giardia lamblia killing. Giardia lamblia trophozoite viability. activity change, % at 7.66 µM, hits read low. hit rate 0.15% among 340,000. AID 540267; in the data active = activity change below about -80%; inconclusive = between about -30% and that limit;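 note: parasites exposed to compound for two days anaerobically before the ATP read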
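Giardia trophozoites, 100 cells per well, were exposed to compounds for 48 hrs at 37 deg C under anaerobic conditions; viability was then read as ATP content by bioluminescence after 15-30 min at room temperature.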
Eya2 phos inh = blocks the phosphatase activity of human Eya2; Potency, µM (series often up to 76.9 µM), for inactives: top-dose activity, negative = inhibition, most hits filed as inhibitors; recombinant Eya2, OMFP fluorescence dephosphorylation (OMFP is methylfluorescein phosphate); AID 488837; O00167; hit rate 0.006% among 330,000; note: potency is the fitted concentration of half-maximal effect
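Eya2 protein (added as 0.2 uM solution) was preincubated with compound for 10 min at ambient temperature in 50 mM HEPES pH 7.5, 50 mM NaCl, 5 uM MgCl2, 0.05% BSA, 1 mM DTT. OMFP (added at 50 uM) then reacted 10 min; fluorescence read at 485/525 nm.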
hERG WT inh = KCNH2 (human, wildtype) channel inhibition | U2OS, BacMam KCNH2, thallium flux FluxOr; stronger effect = lower value | activity change, % at 1.84 µM | hit rate 0.37% among 340,000;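 active = maximum activity change below -70%; inconclusive = maximum activity change between -70% and -50%; inactive = maximum activity change above -50%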
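U2OS cells were transduced with wild-type KCNH2 virus (2.03 x 10^8 / mL) for 4 h at room temperature, then cultured overnight at 37 C. Thallium flux was read with FluxOr dye. Rate constants were normalized to DMSO controls.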
PKM2 act = activators of human pyruvate kinase M2 | P14618 | purified PKM2, Kinase-Glo ATP luminescence, activation; response scale: 0% is enzyme alone, no compound | Potency, µM (top dose mostly 57.5 µM), for inactives: at the highest dose activation, usual class: activators | hit rate 0.34% among 260,000 | AID 1631; note: potency is the fitted concentration of half-maximal effect; nearly all actives have a fitted effect of over 55% in size
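Purified hPK-M2 (>95%) run at intermediate activity with 0.1 mM ADP and 0.5 mM PEP in 50 mM imidazole pH 7.2, KCl, MgCl2; 1 h room temperature. ATP formed read by Kinase-Glo luminescence; normalized to uninhibited and no-enzyme controls.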
USP2a inh = blocks human ubiquitin-specific protease USP2a; O75604; USP2 core, Ub-CHOP2 coupled fluorogenic reporter, 485/531; Potency, µM (titrated, usually from 38.3 µM), for inactives: at the top dose activity change, negative = inhibition, hits mostly inhibitors; AID 463254; hit rate 0.01% among 330,000;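 note: potency is the fitted concentration of half-maximal effect; plate controls were DMSO wells for no effect and full inhibition by NEM control for full effect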
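Cell-free coupled assay: 10nM USP2 core preincubated 30min RT with compound in Tris-HCl pH 8.0/CaCl2/CHAPS buffer, then 25nM Ub-CHOP2 and 25nM reporter substrate; fluorescence (Ex 485/Em 531) read after 60min RT, normalized to NEM inhibition, concentration-response curves fitted.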
KCNH2 3.1 block = blocks the human KCNH2 3.1 channel isoform; hit rate 0.95% among 340,000; AID 720553; U2OS KCNH2 3.1, thallium flux FluxOr; stronger effect = lower value; activity change, % (tested at about 1.8 µM);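 active = maximum activity change below -70%; inconclusive = maximum activity change from -70% to -50%; inactive = maximum activity change above -50%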;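 note: thallium influx rate constant from kinetic fluorescence after stimulation buffer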
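Thallium flux via FluxOr fluorescence (Red40 quencher, 45 min loading) in U2OS cells virally expressing the KCNH2 3.1 isoform (1.77 x 10^8 /mL virus, overnight at 37 C). Rate constants from 2-min kinetic reads post-stimulation, normalised to positive and negative controls.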
uPA generation = cell surface uPA generation inhibition; cell surface uPA generation assay, qHTS; Potency, µM (doses to about 38.3 µM), inactives show at the top dose activity change, negative = inhibition, actives largely listed as inhibitors; hit rate 0.31% among 330,000; AID 540303; active = well fitted inhibition curve with a large enough effect; inconclusive = small, poorly fitted or top-dose-only effect; inactive = no such curve, though single readings can be large or run the other way; tested in mouse RAW 264.7 cells; note: potency is the fitted concentration of half-maximal effect; nearly all actives have a fitted effect of over 55% in size
BCR signal inh = chronic active BCR signaling inhibition; ABC-DLBCL IkBa-CBG/CBR reporter, luminescence ratio, 4 h; Potency, µM (titrated, usually from 46.1 µM), inactives show at the highest dose ratio change, negative = lower green/red ratio, usual class: inhibitors; hit rate 0.05% among 340,000; AID 493014; active = well fitted inhibition curve with a large enough effect in the signal ratio, with a control signal flat, not every such curve was filed as active; inconclusive = small, poorly fitted or top-dose-only effect, or effect the other way, or a change in a side signal; the % refers to the signal ratio;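 note: potency is the fitted concentration of half-maximal effect; plate controls were basal doxycycline-induced cells for no effect and cells given 10 µM MG132 for full effect; MG132 reads +100%, hits lower the ratio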
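TMD8 ABC-DLBCL cells carrying doxycycline-inducible green luciferase fused to IkappaBalpha plus unfused red luciferase were exposed to compounds (up to 46 uM) for 4 hrs at 37C. Activity came from the overlap-corrected green/red luminescence ratio.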
B2AR arrestin = agonists driving beta-arrestin recruitment to human beta2-adrenergic receptor; beta-arrestin recruitment to beta2AR, cell-based reporter; Potency, µM (series often up to 46.1 µM), without a hit: at the top dose activation, most hits filed as activators; hit rate 0.02% among 330,000; AID 492947;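 note: potency is the fitted concentration of half-maximal effect; 0% = DMSO controls and full agonism = EC100 isoproterenol or metaproterenol; nearly all actives have a fitted effect of over 65% in size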
Target sequence (P07550 whole entry, looked up): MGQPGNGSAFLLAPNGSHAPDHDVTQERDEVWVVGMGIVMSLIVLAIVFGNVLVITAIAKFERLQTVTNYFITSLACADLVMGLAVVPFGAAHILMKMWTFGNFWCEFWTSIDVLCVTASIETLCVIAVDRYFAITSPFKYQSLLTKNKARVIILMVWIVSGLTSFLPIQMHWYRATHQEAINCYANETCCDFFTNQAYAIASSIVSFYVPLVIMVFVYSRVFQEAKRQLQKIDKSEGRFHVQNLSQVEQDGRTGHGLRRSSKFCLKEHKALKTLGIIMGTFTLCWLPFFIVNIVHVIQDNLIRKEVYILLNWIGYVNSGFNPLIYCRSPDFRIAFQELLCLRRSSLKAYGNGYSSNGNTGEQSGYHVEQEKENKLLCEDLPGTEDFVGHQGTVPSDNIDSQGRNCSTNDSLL
GALK inh = galactokinase (human) inhibition | hit rate 0.007% among 270,000 | Purified GALK, Kinase-Glo residual ATP luminescence | Potency, µM (doses to about 57.5 µM), inactives show at the highest dose activity change, negative = inhibition, hits mostly inhibitors; note: potency is the fitted concentration of half-maximal effect
Target sequence (P51570 whole entry, looked up): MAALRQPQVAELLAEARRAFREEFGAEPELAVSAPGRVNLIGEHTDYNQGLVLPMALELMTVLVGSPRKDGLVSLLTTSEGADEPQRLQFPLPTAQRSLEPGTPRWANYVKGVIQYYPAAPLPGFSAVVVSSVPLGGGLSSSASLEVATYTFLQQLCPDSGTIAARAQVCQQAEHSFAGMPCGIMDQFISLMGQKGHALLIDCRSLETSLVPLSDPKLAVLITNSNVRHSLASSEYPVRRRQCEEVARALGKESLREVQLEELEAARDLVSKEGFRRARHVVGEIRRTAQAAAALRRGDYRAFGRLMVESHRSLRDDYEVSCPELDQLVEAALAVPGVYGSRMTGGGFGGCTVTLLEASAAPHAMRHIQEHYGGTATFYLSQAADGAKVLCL
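Kinase-Glo Plus luminescence measured ATP left after a 1 h room-temperature reaction. The reaction used 5 nM GALK, 100 uM galactose and 35 uM ATP at pH 8.0 (20 mM HEPES, 5 mM MgCl2, 60 mM NaCl, 1 mM DTT, 0.01% BSA).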
Coupling enz = counter-screen for Giardia aldolase inhibitors: coupling enzyme system; coupling enzyme system counterscreen, AmpLite Red fluorescence; AID 2472; activity change, negative = inhibition, % at 58.2 µM, hits read low; hit rate 0.67% among 290,000; in the data active = activity change below about -30%
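Counterscreen lacking aldolase: glyceraldehyde-3-phosphate coupling-enzyme reagent preincubated 10 min at RT with compound (at 57.5 uM final), then substrate/coupling system with AmpLite Red added; fluorescence read at 525/598 nm after 20 min RT.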
An asterisk follows results filed as active; ? = inconclusive; / = not tested or not shown. Unless noted, calls come from the whole dose curve; as a rule, active = well fitted curve in the direction sought with a large enough effect; inconclusive = small, poorly fitted or top-dose-only effect, or another doubt; inactive = no such curve, though single readings can be large; an effect the other way counts as inactive or inconclusive. Unless noted, % is set by controls: 0 for no effect and ±100 for the full control effect.

SMILES | Giardia kill | Eya2 phos inh | hERG WT inh | PKM2 act | USP2a inh | KCNH2 3.1 block | uPA generation | BCR signal inh | B2AR arrestin | GALK inh | Coupling enz
O=C(COc1cccnc1[N+](=O)[O-])Nc1ncc(Cl)cc1Cl | -80* | 0% | -6 | / | 1% | 12 | -2% | ? | 0.1% | / | /
O=C(Cn1cnc2ccc(Cl)cc2c1=O)NC1CCS(=O)(=O)C1 (configuration not stated) | -13 | 31% | -5 | / | 1% | 18 | 4% | 2% | -0.2% | / | /
O=C(Nc1ccc(NC(=O)C2CC2)cn1)c1ccccc1Cl | -6 | 1% | -9 | -7% | 1% | -5 | -5% | ? | -0.3% | 1% | 0
Cc1sc(N/N=C/c2cccnc2)nc1-c1ccc(Cl)cc1 | -5 | 3% | 0 | -5% | 1% | -3 | 2% | ? | -0.1% | 0% | 0
CCN1CCN(C2=CC3=CC(=C(C#N)C#N)CCC3CC2)CC1 (configuration not stated) | 5 | ? | -19 | 0% | ? | -14 | 5% | 10% | 0.5% | 5% | -2
COc1cc([C@@H]2CC=C(C(=O)O)[C@H](c3ccc(F)cc3)N2S(=O)(=O)c2ccc(C)cc2)cc(OC)c1OC | ? | -12% | -12 | / | 2% | 2 | 8% | 4% | -0.2% | / | /
Cc1nc(NC(=S)NC(=O)COc2ccccc2Cl)ccc1Br | 3 | 1% | 15 | 0% | 3% | 17 | 1% | ? | 0.5% | 0% | 4
CN1CCN(S(=O)(=O)c2ccc(NC(=O)C(C)(C)C)cc2)CC1 | 1 | -4% | -9 | -15% | -5% | 4 | / | 6% | -0.3% | 0% | 3
COc1cccc(NC(=O)Cn2nnc(-c3ccccc3N)n2)c1 | 0 | -7% | 9 | 0% | 5% | -2 | 6% | -13% | 0.2% | 3% | 0
O=C(CN1CC[n+]2c(-c3cccs3)csc21)c1ccc(Br)cc1 | -1 | -4% | -5 | -18% | 4% | -18 | -2% | ? | -0.5% | 1% | 0
O=C(N/N=C/c1cccs1)c1cc(-c2ccncc2)nc2ccccc12 | 3 | 2% | -4 | 10% | -1% | -20 | -16% | ? | 0.4% | 2% | 2
CCCC[C@H](CC(=O)c1ccccc1)[C@@H](OC(C)=O)C(=O)Oc1c(C(C)C)cccc1C(C)C | 23 | -24% | / | / | 2% | / | 12% | 3% | 0.3% | / | /
CCc1nnc(NC(=O)CCC(=O)N2CCN(c3cc(Cl)ccc3C)CC2)s1 | 4 | -11% | -1 | / | 1% | 6 | 1% | -5% | 0.5% | -4% | /
COC(=O)c1sccc1NC(=O)CSc1nnnn1-c1ccccc1C | -6 | 13% | 0 | 12% | 1% | 6 | -3% | ? | -0.4% | -1% | 1
O=C(NCCCN1CCOCC1)/C(=C/c1cccs1)NC(=O)c1ccccc1 | -10 | 4% | 4 | 4% | 4% | -45 | 7% | 11% | -0.3% | -1% | 1
CCCS(=O)(=O)c1nc(S(=O)(=O)c2ccc(C)cc2)c(NCCCN2CCOCC2)s1 | 0 | -7% | 10 | 1% | 3% | -9 | -2% | 4% | 0.1% | 0% | 0
CCCCN(C(=O)c1cnc(C)cn1)c1c(N)n(CCC)c(=O)[nH]c1=O | 4 | 1% | 2 | / | -1% | -9 | -13% | -1% | 0.5% | / | /
COC(=O)CCN(c1ccccc1)S(=O)(=O)c1cc(-c2cc(C)no2)ccc1C | -3 | -9% | 4 | / | 1% | -16 | -4% | 1% | -0.1% | 4% | 2
CCOc1ccccc1-n1c(SCC(=O)NC(C)CC)nnc1-c1ccoc1C (configuration not stated) | 4 | -9% | -1 | -8% | 3% | 9 | 8% | 8% | 4.5% | -2% | 1
COC(=O)[C@@]12CCCCN1[C@H](c1ccc(-c3ccc(OC)cc3)c(OC)c1)[C@@H]1C(=O)N(C)C(=O)[C@@H]12 | -8 | -5% | 4 | / | -6% | -25 | 10% | -3% | 0.0% | / | /
CC1=C(C(=O)O)N2C(=O)C(NC(=O)c3ccn(C)n3)C2SC1 (configuration not stated) | 13 | -2% | -4 | 0% | 4% | 35 | 7% | -2% | -0.9% | -1% | 0
O=C(CCN1C(=O)c2ccccc2C1=O)NCc1cccc(Cl)c1 | 12 | -3% | 2 | / | 1% | 11 | -5% | ? | -0.7% | 0% | 2
Cc1c(C=N)c(O)n(C)c(=O)c1C#N | 6 | 11% | 1 | -2% | 8% | 2 | 1% | 1% | -0.3% | -1% | -1
Cc1ccc(N(CC(=O)NC2CCCC2)C(=O)c2nsc(Cl)c2Cl)cc1 | 3 | -10% | -10 | -10% | -1% | -10 | 4% | 6% | 0.0% | -5% | 0
COc1ccc(CNC(=O)c2ccc(Br)cc2)cc1 | / | -14% | / | 0% | 4% | / | / | 4% | -0.2% | 1% | 1

An excerpt from above with just GALK inh, B2AR arrestin and Giardia kill:
smiles	GALK inh	B2AR arrestin	Giardia kill
O=C(COc1cccnc1[N+](=O)[O-])Nc1ncc(Cl)cc1Cl	/	0.1%	-80*
O=C(Cn1cnc2ccc(Cl)cc2c1=O)NC1CCS(=O)(=O)C1 (configuration not stated)	/	-0.2%	-13

(listing goes on)
SMILES | Giardia kill | Eya2 phos inh | hERG WT inh | PKM2 act | USP2a inh | KCNH2 3.1 block | uPA generation | BCR signal inh | B2AR arrestin | GALK inh | Coupling enz
COc1ccc(-c2nnc(SCC(=O)Nc3cccc(Cl)c3)o2)cc1 | -4 | -5% | -3 | 17% | 1% | 38 | / | 4% | 0.4% | 3% | 1
N#CC1C(=O)NC(N2CCN(c3ccccc3)CC2)=NC12CCCCC2 (configuration not stated) | 5 | -1% | -8 | -2% | 0% | 11 | 1% | -1% | 0.0% | -3% | 1
COC(=O)c1ccc(OC(=O)c2ccco2)cc1 | -4 | 23% | -11 | 0% | 2% | 4 | 2% | 0% | -0.7% | 3% | 3
COc1cc(C2NC(=O)NC(C)=C2C(=O)OC(C)(C)C)ccc1OCC(=O)O (configuration not stated) | 2 | / | 0 | -4% | / | -1 | / | / | / | -2% | -3
O=S(=O)(Cc1ccccc1)NCCc1cccc(Cl)c1 | -16 | 12% | -6 | 0% | 3% | -2 | 1% | ? | 0.2% | 0% | 2
CCn1nnc(NC(=O)c2cc3ccccc3o2)n1 | -11 | -8% | 3 | -10% | 2% | -5 | -3% | ? | -0.1% | -1% | 0
CCc1cc(=O)oc2c(C)c(OC(C)C(=O)NCC3CCC(C(=O)O)CC3)ccc12 (configuration not stated) | -8 | -2% | 1 | -1% | 0% | 0 | 9% | 5% | -1.1% | / | 1
COc1ccc(OC)c(N(CC(=O)NC2CCCCCC2)S(=O)(=O)c2ccc(C)cc2)c1 | 5 | -4% | -9 | 0% | -6% | 5 | -1% | -7% | 0.5% | 0% | /
CC(=O)N1CCc2cc(S(=O)(=O)CCC(=O)N3CCN(c4cc(C)ccc4C)CC3)ccc21 | -3 | -6% | -4 | 5% | 1% | -20 | -3% | 0% | -0.9% | 7% | 2
Clc1ccc(CSc2nnc(-c3ccncc3)o2)cc1 | -8 | 10% | -10 | 1% | 1% | -15 | 6% | 17% | 0.2% | 0% | -4
CC(C)(C)NC(=O)CC1C[C@H](C(=O)N2CCOCC2)[C@@]2(CCC3CCCC3)c3[nH]c4ccccc4c3CCN2C1=O (some centres not stated) | 6 | -5% | -2 | / | -7% | -2 | -12% | -2% | -0.6% | / | /
CCc1cccc(NC(=O)CCNC(=O)Cn2ccc3ccccc3c2=O)c1 | -12 | -9% | -7 | -1% | 2% | 4 | -3% | -3% | -0.4% | -1% | 0
COc1ccccc1OCCn1c(C(C)O)nc2ccccc21 (configuration not stated) | 14 | -4% | -3 | 0% | -8% | -13 | -3% | -1% | -0.9% | -3% | 1
O=C(c1cccs1)N1CCN(c2nc3ccccc3s2)CC1 | -5 | -1% | 2 | -4% | 1% | 15 | 7% | ? | 0.0% | 0% | -1
COC(=O)c1ccc(NC(=O)c2cc(Cl)ccc2OC)cc1 | -15 | 10% | -3 | -3% | 3% | -13 | -4% | -4% | -0.2% | 0% | 3

Reformatted with values under each structure: entries from further up
Results follow in this order: Giardia kill, Eya2 phos inh, hERG WT inh, PKM2 act, USP2a inh, KCNH2 3.1 block, uPA generation, BCR signal inh, B2AR arrestin, GALK inh, Coupling enz
- Clc1ccc(CSc2nnc(-c3ccncc3)o2)cc1
→ -8, 10%, -10, 1%, 1%, -15, 6%, 17%, 0.2%, 0%, -4
- CC(C)(C)NC(=O)CC1C[C@H](C(=O)N2CCOCC2)[C@@]2(CCC3CCCC3)c3[nH]c4ccccc4c3CCN2C1=O (some centres not stated)
→ 6, -5%, -2, /, -7%, -2, -12%, -2%, -0.6%, /, /
